CHT block – inhibitors of human choline transporter CHT; B-score at 10 µM; hit rate 0.86% among 310,000; CHT-expressing cells, membrane potential dye, choline response; hits give low values;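 active = B-score over 3 SD under the library average, and starting fluorescence ratio not unusually high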;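 note: choline stimulus applied at its EC90 after an EC20 pre-addition; B-score computed on integrated fluorescence ratio after choline addition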
Target sequence (Q9GZV3 whole entry, looked up): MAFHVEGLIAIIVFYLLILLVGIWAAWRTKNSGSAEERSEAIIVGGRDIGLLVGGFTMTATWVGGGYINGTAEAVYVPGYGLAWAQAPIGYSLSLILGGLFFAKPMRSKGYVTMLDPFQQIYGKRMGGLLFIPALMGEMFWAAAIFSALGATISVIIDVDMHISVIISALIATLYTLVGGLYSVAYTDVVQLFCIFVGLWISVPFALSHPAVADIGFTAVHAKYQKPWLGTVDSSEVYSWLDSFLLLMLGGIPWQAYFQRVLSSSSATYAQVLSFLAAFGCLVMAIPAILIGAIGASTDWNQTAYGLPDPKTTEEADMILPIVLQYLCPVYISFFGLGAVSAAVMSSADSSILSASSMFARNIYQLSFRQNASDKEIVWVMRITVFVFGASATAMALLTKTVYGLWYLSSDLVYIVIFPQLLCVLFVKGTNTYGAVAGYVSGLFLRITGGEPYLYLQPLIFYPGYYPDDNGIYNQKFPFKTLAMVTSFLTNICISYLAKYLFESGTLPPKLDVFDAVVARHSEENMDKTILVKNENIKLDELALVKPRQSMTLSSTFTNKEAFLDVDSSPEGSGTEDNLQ
CHT allo act – human CHT allosteric activation. hit rate 0.49% among 310,000. AID 488977. CHT-expressing cells, membrane potential dye, choline EC20; hits give high values; LV-AA mutant CHT in HEK293 cells. B-score at 10 µM;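 active = initial fluorescence not abnormally high and integrated response B-score, plate-corrected, over 3 SD above library mean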
STK33 inh – blocks human STK33 kinase activity. hit rate 0.073% among 320,000. inhibition, % at 10 µM. purified STK33, MBP phosphorylation, ADP-Glo luminescence. Q9BYT3;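 active = inhibition at or above 25%, using the most active replicate where run in duplicate; inactive = inhibition below 25%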
Target sequence (Q9BYT3 whole entry, looked up): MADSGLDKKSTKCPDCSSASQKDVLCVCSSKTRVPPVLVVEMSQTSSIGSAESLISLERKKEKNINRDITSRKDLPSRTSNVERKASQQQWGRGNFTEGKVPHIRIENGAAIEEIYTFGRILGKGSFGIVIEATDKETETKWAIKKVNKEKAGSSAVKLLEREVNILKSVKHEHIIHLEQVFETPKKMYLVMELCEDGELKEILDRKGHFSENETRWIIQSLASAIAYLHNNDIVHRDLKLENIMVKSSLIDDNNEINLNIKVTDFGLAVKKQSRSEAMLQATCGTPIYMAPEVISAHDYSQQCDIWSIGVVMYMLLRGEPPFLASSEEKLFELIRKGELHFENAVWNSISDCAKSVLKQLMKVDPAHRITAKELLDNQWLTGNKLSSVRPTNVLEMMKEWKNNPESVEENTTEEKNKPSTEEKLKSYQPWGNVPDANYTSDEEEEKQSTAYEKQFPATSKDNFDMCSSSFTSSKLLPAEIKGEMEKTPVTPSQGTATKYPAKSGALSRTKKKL
* marks the source's active call; other numbers are inactive results.

What do the screens show for `CCOC(=O)c1c(C)[nH]c(C(=O)COC(=O)CNC(=O)c2ccc(Cl)cc2)c1C`?
CHT block: inactive; CHT allo act: inactive; STK33 inh: -0.3

What do the screens show for `O=C(CSc1ccc(Cl)cc1)N1N=CCC1c1ccccc1` (stereo not drawn)?
CHT block: inactive; CHT allo act: inactive; STK33 inh: -2.9

What do the screens show for `COCCCn1c(SCC(=O)Nc2cccc(C(=O)OC)c2)nnc1-c1ccncc1`?
CHT block: inactive; CHT allo act: inactive; STK33 inh: -0.9

What do the screens show for `CCOc1ccccc1NC(=O)C(=O)CC(=O)c1cccc(OC)c1`?
CHT block: inactive; CHT allo act: inactive; STK33 inh: -0.2

How did C=CCNC(=O)c1csc(-c2ccccc2)n1 do in these assays?
CHT block: inactive; CHT allo act: inactive; STK33 inh: -0.2

Results for Cc1cc(C)c(S(=O)(=O)NCc2ccc3c(c2)OCO3)c(C)c1 ?
CHT block: inactive; CHT allo act: inactive; STK33 inh: -0.7

Results for COc1ccccc1Sc1nc(-c2ccccc2)ncc1OC ?
CHT block: inactive; CHT allo act: inactive; STK33 inh: -1.6

What do the screens show for `COc1cc(CN2CCN(C(=O)c3cccc4ccccc34)CC2)cc(OC)c1OC`?
CHT block: inactive; CHT allo act: inactive; STK33 inh: -0.5

Results for CC1(C)Cc2c(c(N3CCOCC3)nc3sc4c(NCCN5CCOCC5)nnnc4c23)CS1 ?
CHT block: inactive; CHT allo act: inactive; STK33 inh: 2.0

How did CN(C)S(=O)(=O)Oc1ccsc1C(=O)Nc1ccccc1Cl do in these assays?
CHT block: inactive; CHT allo act: inactive; STK33 inh: -3.4

What do the screens show for `O=C(CN(Cc1ccc(F)cc1)C(=O)c1csnn1)NCc1ccccc1`?
CHT block: inactive; CHT allo act: inactive; STK33 inh: -1.6

How did Cc1ccc(C(=O)N(Cc2cccs2)C2CCS(=O)(=O)C2)cc1 (stereo not drawn) do in these assays?
CHT block: inactive; CHT allo act: inactive; STK33 inh: -1.0

What do the screens show for `O=S(=O)(NCCS(=O)(=O)N1CCN(c2ccccc2)CC1)c1ccc(F)cc1`?
CHT block: inactive; CHT allo act: inactive; STK33 inh: -0.5

Results for CC(=O)N1CCC(C(=O)OCc2ccc(Cl)cc2)(c2ccccc2)CC1 ?
CHT block: inactive; CHT allo act: inactive; STK33 inh: -0.8

What do the screens show for `Cc1cc(Cl)ccc1NC(=S)NCc1ccc(F)cc1`?
CHT block: inactive; CHT allo act: inactive; STK33 inh: 0.4

Results for Cc1cc(C(=O)OCC(=O)N2CCc3ccccc32)c(C)o1 ?
CHT block: inactive; CHT allo act: inactive; STK33 inh: -2.4

How did COc1ccc(Cl)cc1NC(=O)C1CCN(C(=O)C2CC(=O)N(c3ccc(C)cc3)C2)CC1 (stereo not drawn) do in these assays?
CHT block: inactive; CHT allo act: inactive; STK33 inh: -1.2

Results for O=C1c2ccccc2C(=O)N1COc1ccc(S(=O)(=O)N2CCOCC2)cc1[N+](=O)[O-] ?
CHT block: inactive; CHT allo act: inactive; STK33 inh: -1.1

What do the screens show for `Cc1ccc2cccc(SCC(=O)Nc3ccc(F)cc3)c2n1`?
CHT block: inactive; CHT allo act: inactive; STK33 inh: 0.5

What do the screens show for `CCCC(=O)Nc1nc(C)c(-c2csc(Nc3cc(OC)ccc3OC)n2)s1`?
CHT block: inactive; CHT allo act: inactive; STK33 inh: -1.1

Part of the list above in order of heavy-atom count, ascending.
How did C=CCNC(=O)c1csc(-c2ccccc2)n1 do in these assays?
CHT block: inactive; CHT allo act: inactive; STK33 inh: -0.2

What do the screens show for `Cc1cc(Cl)ccc1NC(=S)NCc1ccc(F)cc1`?
CHT block: inactive; CHT allo act: inactive; STK33 inh: 0.4

Results for Cc1cc(C(=O)OCC(=O)N2CCc3ccccc32)c(C)o1 ?
CHT block: inactive; CHT allo act: inactive; STK33 inh: -2.4

How did Cc1ccc(C(=O)N(Cc2cccs2)C2CCS(=O)(=O)C2)cc1 (stereo not drawn) do in these assays?
CHT block: inactive; CHT allo act: inactive; STK33 inh: -1.0

What do the screens show for `CCOc1ccccc1NC(=O)C(=O)CC(=O)c1cccc(OC)c1`?
CHT block: inactive; CHT allo act: inactive; STK33 inh: -0.2

Results for CC(=O)N1CCC(C(=O)OCc2ccc(Cl)cc2)(c2ccccc2)CC1 ?
CHT block: inactive; CHT allo act: inactive; STK33 inh: -0.8

What do the screens show for `CCCC(=O)Nc1nc(C)c(-c2csc(Nc3cc(OC)ccc3OC)n2)s1`?
CHT block: inactive; CHT allo act: inactive; STK33 inh: -1.1

What do the screens show for `CCOC(=O)c1c(C)[nH]c(C(=O)COC(=O)CNC(=O)c2ccc(Cl)cc2)c1C`?
CHT block: inactive; CHT allo act: inactive; STK33 inh: -0.3

What do the screens show for `COCCCn1c(SCC(=O)Nc2cccc(C(=O)OC)c2)nnc1-c1ccncc1`?
CHT block: inactive; CHT allo act: inactive; STK33 inh: -0.9

How did COc1ccc(Cl)cc1NC(=O)C1CCN(C(=O)C2CC(=O)N(c3ccc(C)cc3)C2)CC1 (stereo not drawn) do in these assays?
CHT block: inactive; CHT allo act: inactive; STK33 inh: -1.2

Results for CC1(C)Cc2c(c(N3CCOCC3)nc3sc4c(NCCN5CCOCC5)nnnc4c23)CS1 ?
CHT block: inactive; CHT allo act: inactive; STK33 inh: 2.0

(more compounds)
Results for C/C(=N\NC(=O)NC1CCCCC1)c1ccc(Cl)s1 ?
CHT block: inactive; CHT allo act: inactive; STK33 inh: -1.3

What do the screens show for `CC(c1nnc(SCC(=O)c2c(N)n(C)c(=O)n(C)c2=O)n1-c1ccc(Cl)cc1)N(C)C` (stereo not drawn)?
CHT block: inactive; CHT allo act: inactive; STK33 inh: 0.5

Results for O=C1[C@H]2[C@@H](/C=C/c3ccccc3)N3C(=O)CN(CCO)C(=O)[C@@]3(Cc3ccccc3)[C@H]2C(=O)N1c1ccccc1 ?
CHT block: inactive; CHT allo act: inactive; STK33 inh: -1.2

Results for Cc1c(Br)c([N+](=O)[O-])nn1CC(=O)N1CCc2ccccc21 ?
CHT block: inactive; CHT allo act: inactive; STK33 inh: -0.8

How did COc1cccc2sc(NNC(=O)C3COc4ccccc4O3)nc12 (stereo not drawn) do in these assays?
CHT block: inactive; CHT allo act: inactive; STK33 inh: 0.7

How did O=C(c1ccc(F)cc1)C1CCN(C(=O)Nc2ccccc2Cl)CC1 do in these assays?
CHT block: inactive; CHT allo act: inactive; STK33 inh: -0.4

What do the screens show for `Cc1cc(/C=C(\C#N)C(=O)O)c(C)n1CC1CCCO1` (stereo not drawn)?
CHT block: inactive; CHT allo act: inactive; STK33 inh: 0.5

Results for CC(C)CC(=O)Nc1ccc(C(=O)COC(=O)C2=COCCO2)cc1 ?
CHT block: inactive; CHT allo act: inactive; STK33 inh: -0.6

How did Cn1ncc(Cl)c1C(=O)Nc1cccnc1 do in these assays?
CHT block: inactive; CHT allo act: inactive; STK33 inh: 0.8

Results for Cc1ccc(C(=O)Nc2ccc3cn[nH]c3c2)cc1S(=O)(=O)N1CCCCC1 ?
CHT block: inactive; CHT allo act: inactive; STK33 inh: -0.6

How did Cc1nc2cc(C(F)(F)F)ccc2n1C1CCN(C(=O)N2CCOCC2)CC1 do in these assays?
CHT block: inactive; CHT allo act: inactive; STK33 inh: -0.7

How did CCOC(=O)c1ccc(NC(=O)CN(C)S(=O)(=O)c2ccc(Br)s2)cc1 do in these assays?
CHT block: inactive; CHT allo act: inactive; STK33 inh: 0.1

How did Cc1nc2ccc(CCO)cc2s1 do in these assays?
CHT block: inactive; CHT allo act: inactive; STK33 inh: -0.3

What do the screens show for `O=S1(=O)CC2SC(=S)N(Cc3ccccc3)C2C1` (stereo not drawn)?
CHT block: inactive; CHT allo act: inactive; STK33 inh: -0.2

What do the screens show for `Cn1c(CO)cnc1-c1ccccc1`?
CHT block: inactive; CHT allo act: inactive; STK33 inh: -1.2

What do the screens show for `Cc1cc(NC(=O)CSCC(=O)N(C)Cc2ccc(F)cc2)no1`?
CHT block: inactive; CHT allo act: inactive; STK33 inh: -3.1

Results for COc1ccc(CCNC(=O)c2c(O)c3ccccc3[nH]c2=O)cc1 ?
CHT block: inactive; CHT allo act: inactive; STK33 inh: -0.5

How did CSc1ncnc2sc(C)c(C)c12 do in these assays?
CHT block: inactive; CHT allo act: inactive; STK33 inh: -1.3

How did CCCNC(=O)c1ccccc1C(=O)NC1(C(=O)NCCC)CCCC1 do in these assays?
CHT block: inactive; CHT allo act: inactive; STK33 inh: 1.0

What do the screens show for `O=C(NCCN1CCOCC1)[C@H](Cc1ccccc1)N1C(=O)c2ccccc2C1=O`?
CHT block: inactive; CHT allo act: inactive; STK33 inh: -2.9

How did COc1cc(C(=O)Nc2nnc(C)s2)c([N+](=O)[O-])cc1OC do in these assays?
CHT block: inactive; CHT allo act: inactive; STK33 inh: -4.1

How did COc1cccc(OC)c1C(=O)Nc1cccc2c1CCCC2 do in these assays?
CHT block: inactive; CHT allo act: inactive

What do the screens show for `CCOc1ccc(-c2ccc(SCC(=O)N3CCN(c4ccccc4)CC3)nn2)cc1`?
CHT block: inactive; CHT allo act: inactive; STK33 inh: -0.1

What do the screens show for `O=C(O)CC(C(=O)Nc1ccc(Cl)cc1Cl)C1CCCO1` (stereo not drawn)?
CHT block: inactive; CHT allo act: inactive; STK33 inh: -1.0

What do the screens show for `Cn1ncc2c(NNC(=O)C3CCCCC3)ncnc21`?
CHT block: inactive; CHT allo act: inactive; STK33 inh: -1.5

Results for CCC1CCCCN1C(=O)c1cc2cc(Br)ccc2oc1=O (stereo not drawn) ?
CHT block: inactive; CHT allo act: inactive; STK33 inh: -1.3

What do the screens show for `CC1CCN(CCCCOc2ccc([N+](=O)[O-])cc2)CC1`?
CHT block: inactive; CHT allo act: inactive; STK33 inh: 1.0

Results for CCOC(=O)C1CCCN(c2c(Nc3cccc(C)c3)c(=O)c2=O)C1 (stereo not drawn) ?
CHT block: inactive; CHT allo act: inactive; STK33 inh: -1.7

How did O=[N+]([O-])c1nn(-c2ccc3c(c2)OCCO3)n(O)c1=NC1CCN(Cc2ccccc2)CC1 do in these assays?
CHT block: inactive; CHT allo act: inactive

Results for CC1=C(C(=O)OCC(C)C)C(c2cccc(F)c2)N2C(=O)C(C)SC2=N1 (stereo not drawn) ?
CHT block: inactive; CHT allo act: inactive; STK33 inh: -0.6

Results for CCOc1ccccc1NC(=O)C(C)SCc1ccccc1 (stereo not drawn) ?
CHT block: inactive; CHT allo act: inactive; STK33 inh: -0.5

What do the screens show for `Cc1ccc(-c2cc(C(=O)NC3CCCCC3)no2)cc1`?
CHT block: inactive; CHT allo act: inactive; STK33 inh: -2.1

How did O=C(c1ccccc1)N1CCN(CC(O)Cn2ccc3ccccc32)CC1 (stereo not drawn) do in these assays?
CHT block: inactive; CHT allo act: inactive; STK33 inh: -0.8

How did c1ccc(Sc2ncnc3c2oc2ccccc23)nc1 do in these assays?
CHT block: inactive; CHT allo act: inactive; STK33 inh: 1.5

Results for CCCc1nnc(SCC(=O)N2CCCCC2C)n1CCCOC (stereo not drawn) ?
CHT block: inactive; CHT allo act: inactive; STK33 inh: 0.7

What do the screens show for `COc1ccc(C(C(=O)NC2CCCC2)N(C(=O)c2snc(C(N)=O)c2N)c2cc(C)ccc2OC)cc1OC` (stereo not drawn)?
CHT block: inactive; CHT allo act: inactive; STK33 inh: -0.5

How did CCOC(=O)c1sc2nc(NC(=O)C3CCCCC3)sc2c1C do in these assays?
CHT block: inactive; CHT allo act: inactive; STK33 inh: -0.7

Results for Cc1cc(C)c2c(CC(=O)N3CCCC3)coc2c1 ?
CHT block: inactive; CHT allo act: inactive; STK33 inh: -4.6

Results for Cc1ccc(NC(=O)c2ccc(=O)n(CC(=O)Nc3c(C)cc(C)cc3C)n2)cc1 ?
CHT block: inactive; CHT allo act: inactive; STK33 inh: 5.6

What do the screens show for `C/C(=N\OCC(=O)N/N=C/c1ccccc1O)c1cccs1`?
CHT block: inactive; CHT allo act: inactive; STK33 inh: 1.6

How did C=C(C)COc1ccc(-c2nc(N)ncc2-c2ccccc2OC)c(O)c1 do in these assays?
CHT block: inactive; CHT allo act: inactive; STK33 inh: -0.7

How did CC1(C)Cc2nc3sc4c(=O)n(CC(=O)NCc5ccccc5)cnc4c3cc2CO1 do in these assays?
CHT block: inactive; CHT allo act: inactive; STK33 inh: -0.9

What do the screens show for `CCNC(=O)NC(=O)C(C)Sc1nc2ccccc2n1CC(C)C` (stereo not drawn)?
CHT block: inactive; CHT allo act: inactive; STK33 inh: 0.4

What do the screens show for `COc1cc(/C=C/C(=O)OCC(=O)NCc2ccco2)cc(OC)c1OC`?
CHT block: inactive; CHT allo act: inactive; STK33 inh: -2.1

What do the screens show for `CC(=O)N1CCN(C(=O)CC2OC(=O)c3ccccc32)CC1` (stereo not drawn)?
CHT block: inactive; CHT allo act: inactive; STK33 inh: 1.2

Results for CCOCCCNC(=S)NNC(=O)CCn1nc(C)c(Br)c1C ?
CHT block: inactive; CHT allo act: inactive; STK33 inh: -1.8

How did Cc1cccc(NS(=O)(=O)c2ccccc2)n1 do in these assays?
CHT block: inactive; CHT allo act: inactive; STK33 inh: -0.4

How did O=c1c2c(nc3c(-c4ccc(Cl)cc4)c[nH]n13)CCC2 do in these assays?
CHT block: inactive; CHT allo act: inactive; STK33 inh: 0.5

What do the screens show for `COc1ccc(NC(=O)C(=O)c2cn(CC(=O)N3CCCC3)c3ccccc23)cc1OC`?
CHT block: inactive; CHT allo act: inactive; STK33 inh: -1.7

How did Nc1cnnc(N/N=C\c2ccccc2)c1Cl do in these assays?
CHT block: inactive; CHT allo act: 6.37*; STK33 inh: 3.2

How did COc1ccc(CC(=O)N/N=C(/C)c2ccco2)cc1 do in these assays?
CHT block: inactive; CHT allo act: inactive; STK33 inh: 0.6

How did COc1ccccc1NS(=O)(=O)c1ccc(C(N)=O)cc1 do in these assays?
CHT block: inactive; CHT allo act: inactive; STK33 inh: -2.1

Bioassay records: PubChem BioAssay, several laboratories
